Calpain2 inh: inhibitors of pig calpain II; actives 0.37% (n = 220,000); inhibition, % at 16 µM; AID 1236; purified calpain II, fluorogenic peptide substrate, 30 min;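 active = inhibition above about 50%, limit read from the data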
TRPML3 ag: human mucolipin-3 channel agonism; Q8TDD5; HEK293 TRPML3-YFP, Fluo-8 calcium fluorescence; 100% = the carbachol control signal; actives 0.29% (n = 220,000); AID 1448; activation, % at 3 µM;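 active = activation above its plate's cutoff, the mean activation of the plate's test wells plus 3 SD, cut at about 12% in these data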;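 also: 0% = DMSO only wells and 100% = carbachol wells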
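Material: TRPML3-YFP stable HEK293 cells | Dosing: One concentration, 3 µM nominal, 0.3% DMSO | Timing: 125 s total fluorescence read per well | Technique: Fluo-8 calcium dye fluorescence, ex 470-495, em 515-575 nm | Measure: Percent activation from peak-to-basal fluorescence ratio, scaled between DMSO and carbachol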
zfTRPN1 agonist: zebrafish TRPN1 (NompC) channel agonism. HEK293 zebrafish TRPN1-YFP, Fluo-8 calcium fluorescence; 100% = response to 87 µM carbachol. activation, % at 3 µM. actives 0.18% (n = 220,000);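 active = activation above its plate's cutoff, the mean activation of test wells on that plate plus 3 SD, cut at about 19% in these data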;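 also: 0% = DMSO alone and 100% = 87 µM carbachol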
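System: zebrafish TRPN1-YFP in HEK293 cells / Dosing: 3 µM single point / Timing: dye loading 1 h at 37 °C, then 30 min room temperature / Signal: Fluo-8 calcium fluorescence, excitation 470-495 nm, emission 515-575 nm / Read-out basis: percent activation from peak over basal fluorescence ratio, control-normalized / Control set: high carbachol 87 µM, low DMSO alone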
S1P4 ag: human S1P4 receptor agonism. O95977. S1P4-expressing cell line, agonist reporter assay. activation, % at 4.98 µM. actives 0.35% (n = 220,000). AID 1509; in the data active = activation above about 11%;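 also: 0% = DMSO vehicle and 100% = reference agonist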
S1P4 antag: antagonists of human S1P4 receptor; S1P4-expressing cells, antagonist mode, reporter read-out; inhibition, % at 4.98 µM; actives 0.26% (n = 220,000); AID 1510; O95977; in the data active = inhibition above about 29%;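 also: 0% = wells stimulated with agonist and 100% = vehicle wells without agonist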
PERK inhibitor: blocks human PERK kinase | actives 0.17% (n = 220,000) | CHO PERK-DD fusion, SEAP luminescence translation reporter | inhibition, % at 5.6 µM | Q9NZJ5;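 active = inhibition above the mean inhibition of all tested compounds plus 3 SD, set separately per screening campaign, cut at about 2.9% in these data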;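 also: PERK kinase domain activated by AP20187 dimerizer at 100 nM; 0% = DMSO with dimerizer and 100% = rapamycin at 8.4 µM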
Target sequence (Q9NZJ5 whole entry, looked up, the tested form may be a part): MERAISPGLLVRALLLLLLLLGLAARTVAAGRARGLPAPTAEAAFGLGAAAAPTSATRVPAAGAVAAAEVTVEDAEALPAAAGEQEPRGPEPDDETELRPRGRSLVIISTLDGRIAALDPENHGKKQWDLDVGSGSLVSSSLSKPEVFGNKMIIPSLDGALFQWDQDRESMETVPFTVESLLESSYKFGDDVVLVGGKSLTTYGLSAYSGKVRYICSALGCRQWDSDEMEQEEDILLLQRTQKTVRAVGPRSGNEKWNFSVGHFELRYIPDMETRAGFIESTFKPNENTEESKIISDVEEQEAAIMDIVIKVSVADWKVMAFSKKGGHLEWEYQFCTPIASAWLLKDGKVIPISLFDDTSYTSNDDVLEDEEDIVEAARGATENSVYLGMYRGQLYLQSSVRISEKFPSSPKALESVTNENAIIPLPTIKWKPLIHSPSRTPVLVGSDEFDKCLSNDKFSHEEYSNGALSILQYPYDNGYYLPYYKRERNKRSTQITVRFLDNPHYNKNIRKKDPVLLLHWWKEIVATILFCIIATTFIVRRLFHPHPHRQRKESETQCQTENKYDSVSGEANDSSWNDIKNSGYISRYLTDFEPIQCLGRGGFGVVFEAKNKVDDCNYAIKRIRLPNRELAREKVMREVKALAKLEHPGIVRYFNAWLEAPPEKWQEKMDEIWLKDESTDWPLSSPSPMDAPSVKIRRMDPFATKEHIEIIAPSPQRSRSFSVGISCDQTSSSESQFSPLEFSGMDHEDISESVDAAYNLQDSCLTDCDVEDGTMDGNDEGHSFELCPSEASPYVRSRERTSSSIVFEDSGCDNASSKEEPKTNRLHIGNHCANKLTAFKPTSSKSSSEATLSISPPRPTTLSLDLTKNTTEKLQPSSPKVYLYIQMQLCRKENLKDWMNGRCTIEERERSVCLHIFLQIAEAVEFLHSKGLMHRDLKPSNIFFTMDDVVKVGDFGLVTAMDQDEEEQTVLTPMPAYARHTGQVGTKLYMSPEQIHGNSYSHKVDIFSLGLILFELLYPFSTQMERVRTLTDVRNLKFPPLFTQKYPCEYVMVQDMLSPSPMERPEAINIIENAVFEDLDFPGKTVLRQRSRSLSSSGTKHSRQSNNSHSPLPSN
EP2 mod: EP2 receptor (human) modulation. P43116. EP2-expressing cells, cAMP HTRF FRET, PGE2 co-stimulation. induction, % at 25 µM. actives 0.83% (n = 260,000);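 active = compounds whose cAMP rise, as percent of the full-agonist control response, exceeds 60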;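 also: rat C6 glioma line stably carrying human EP2 under a CMV promoter; the protocol text gives 20 µM as final concentration; 100% = response of wells given 1 µM PGE2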
Ba/F3 V617F tox: loss of viability in JAK2V617F-driven Ba/F3 cells. actives 1.1% (n = 220,000). AID 1446. Ba/F3 EpoR-JAK2V617F viability, ATP luminescence. inhibition, % at 5.6 µM;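 active = inhibition above the campaign mean plus 3 SD over all tested compounds, cut at about 24% in these data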;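 also: cytokine-independent growth of Ba/F3 cells driven by EpoR plus mutant JAK2; 0% = DMSO-treated cells and 100% = JAK inhibitor I control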
BaF3 tox: reduces parental Ba/F3 cell viability, JAK2V617F counter-screen; actives 1.1% (n = 220,000); CellTiter-Glo ATP luminescence; inhibition, % at 5.6 µM;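 active = inhibition above a per-campaign cutoff, the mean inhibition of all tested compounds plus 3 SD, cut at about 27% in these data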;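 also: 0% = DMSO wells and 100% = JAK Inhibitor I control wells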
Starred values were filed as active, the others as inactive; i = inactive; & = joins results of further samples.

SMILES	Calpain2 inh	TRPML3 ag	zfTRPN1 agonist	S1P4 ag	S1P4 antag	PERK inhibitor	EP2 mod	Ba/F3 V617F tox	BaF3 tox
CC(C)(C)C1CCc2[nH]nc(C(=O)O)c2C1 (configuration not stated)	10	0.4	0.2	0.1	-16	1.3	20	-1	4
O=C(CSc1n[nH]c(-c2ccccc2Cl)n1)NCc1cccc(C(=O)O)c1	19	0.1	0.2	-1.8	2	0.8	22	2	3
N#CCCN1CCN(S(=O)(=O)c2ccc(S(=O)(=O)NC3CCCCC3)cc2)CC1	-46	0.2	4.4	1.4	-15	0.2	2	-2	2
NNC(=O)CSc1cccc2cccnc12	-33	-0.2	-2.4	2.0	3	-0.2	22	-2	3
CCNc1nc(-c2cc3ccccc3o2)cs1	7	0.8	-0.2	0.0	-4	0.0	-57	-1	4
CCOC(=O)c1c(N)sc(C(=O)N2CCCC2)c1C	2	0.5	-0.5	-0.9	-1	0.4	6	-2	4
CC(C)Oc1ccc(/C=N/NC(=O)C(CSCc2ccccc2)NC(=O)c2ccc([N+](=O)[O-])cc2)cc1 (configuration not stated)	-47	53*	0.8	4.7	-42	-1.6	21	-1	4
CCOC(=O)CC(N)c1ccc(OC)cc1 (configuration not stated)	19	0.4	0.4	0.0	-7	1.5	12	-1	1
CCN(Cc1ccccc1)C(=O)c1c[nH]c2ccc(S(=O)(=O)N(C)CCC#N)cc2c1=O	-95	0.7	0.9	2.2	-4	-0.1	16	-4	0
CCOC(=O)c1ccc(NC(=O)c2nccnc2C(=O)O)cc1	16	0.2	0.6	0.2	-14	0.1	15	4	2
Cc1ccccc1NC(=S)NNC(=O)c1ccncc1	-2	0.0	3.0	0.1	-15	0.3	-2	3	12
O=C(O)CC1(CC(=O)Nc2ccc(Oc3cccc(C(F)(F)F)c3)nc2)CCCC1	-8	0.7	0.8	1.9	11	2.8	-20	-2	7
COc1ccc(Nc2nnc(SCC(=O)/C=C3/N(C)c4ccccc4C3(C)C)s2)cc1	44	1.5	1.3	-1.5	20	-0.5	-36	23	18
O=C1NN(c2ccccc2)C(=O)/C1=C\c1coc2ccc(O)cc2c1=O	-6	0.9	1.7	0.0	6	0.5	-10	0	-7
COC(=O)c1ccc(Cl)c(NC(=O)CN(c2ccc(OC)c(OC)c2)S(C)(=O)=O)c1	-3	0.7	-1.9	1.5	-31	0.2	14	2	3
Cc1ccc(-n2nnnc2SCCNS(=O)(=O)c2ccccc2)cc1C	41	-0.8	-0.9	-1.2	-21	-0.3	-26	-2	2
Cc1cc(NC(=O)CSc2nnc3c(C)cc4cc(C)c(C)cc4n23)no1	19	0.3	1.2	-0.7	-2	1.0	21	-5	-1
Nc1ccc2oc3ncccc3c(=O)c2c1	3	-0.4	-0.4	1.3	-1	0.7	2	2	3
CCOc1ccc2nc(SCC)[nH]c2c1	8	-0.3	-0.6	0.2	0	0.1	2	3	5
Cc1cc2occ(CC(=O)Nc3nnc(C4CC4)s3)c2cc1C	-31	-1.0	0.1	-0.9	-9	0.6	15	-5	-3
CCN(CC)c1ccc(/C=N/NC(=O)Cc2cccs2)cc1	-150	-0.1	-1.9	1.2	-8	0.1	-12	2	6
CCSc1nnc(-c2ccccc2SC)o1	-19	0.4	-0.9	1.1	-22	-0.4	38	-1	5
Cc1ccc(-n2c(C)n[nH]c2=S)cc1	10	0.2	-0.2	0.0	-12	0.7	18	1	5
COCCCn1c(N)c(-c2nc3ccccc3n2C)c2nc3ccccc3nc21	-36	1.8	2.2	-4.6	19	-1.8	-18	1	5
O=C(Nc1ccccc1N1CCCC1)c1ccco1	-21	0.0	0.4	0.7	10	-1.1	30	6	3
Clc1ccc(Cn2ccc(-c3ccc4c(c3)OCO4)n2)cc1Cl	23	0.2	0.4	1.4	2	1.4	-30	-2	6
Cc1ccc(/C=C/C(=O)NCc2ccco2)o1	-41	0.8	0.0	1.4	-13	1.6	-12	-3	2
O=C(Cn1cnc2ccccc2c1=O)c1ccccc1	-19	0.8	-0.3	2.6	-2	0.9	7	2	1
Cc1ccc(/C=N/c2sc3c(c2C#N)CCC3)s1	-20	0.3	0.9	2.2	2	1.9	14	-1	-1
COc1ccc(CCNC(=O)CSc2ccccn2)cc1OC	-11	0.2	-1.1	-0.8	-20	0.7	10	-4	-4
Cc1c(Cc2ccccc2)c(=O)n2c([nH]c3ccccc32)c1C#N	-65	8.6	15	2.2	-7	-0.5	-9	7	-2
O=C(Cc1ccccc1F)Nc1ccc(Cl)nc1	-4	0.6	0.1	0.5	-10	1.1	-5	-1	2
O=C1CCc2nc3ccccc3c(=O)n2N1	-27	0.6	-1.8	1.6	-7	0.2	13	0	4
CCc1nnc(NC(=O)c2ccc3c(c2)C(=O)N(CC(C)C)C3=O)s1	-9	-0.8	2.7	0.7	-7	0.0	1	0	1
Fc1ccccc1/C=N/Nc1nc(N2CCCCC2)nc(N2CCCCC2)n1	-1	0.6	-0.2	1.8	-26	0.3	20	-1	5
CCN(CC(=O)Nc1ccc2c(c1)OC(F)(F)O2)Cc1nc2ccccc2c(=O)[nH]1	13	0.7	-0.1	0.9	-14	0.1	-28	-3	2
Fc1ccccc1CSc1nnc(-c2ccccc2)o1	24	-0.3	-0.6	4.3	-3	0.2	36	-2	6
Nc1cc(N)nc(SCC(=O)N2CCc3ccccc32)n1	3	0.7	0.0	0.5	-13	1.1	-26	0	-4
CN(C)S(=O)(=O)c1cccc(NC(=S)N/N=C/C2CC=CCC2)c1 (configuration not stated)	29	-0.7	-0.2	-1.2	-29	-0.1	-29	4	6
CC(=O)Nc1cccc(OCC(=O)NCCC2=CCCCC2)c1	-41	0.8	-0.7	-0.1	3	0.9	-50	1	6
COCCCn1c(C)c(C(C)=O)cc(NC(=O)c2ccccc2)c1=O	8	0.7	0.1	0.7	-16	-0.1	-1	-3	2
O=C1CC(c2ccccc2)CC(O)=C1C=NC1CCCC1 (configuration not stated)	0	1.0	-1.6	0.3	-3	0.1	10	-2	1
Cc1cc(C)n(-c2nc3ccccc3nc2Nc2ccc(CC(=O)O)cc2)n1	-52	0.0	1.0	1.5	-2	0.7	28	-3	4
c1ccc(CN2CCC(N=C3NN=C(c4ccc5c(c4)OCCO5)CS3)CC2)cc1	2	0.7	-1.4	2.4	2	-1.0	-11	-1	9
CCOc1cccc(N2C(=O)CC(n3cnc4ccccc43)C2=O)c1 (configuration not stated)	20	0.3	4.2	-1.8	-4	0.2	12	-1	-1
CCn1nnc(NC(=O)c2ccccc2Br)n1	-6	1.0	0.2	2.6	-20	0.2	14	4	3
Cc1cc2nc(CCN(Cc3cccnc3)C(=S)Nc3ccccc3)[nH]c2cc1C	-70	0.2	-0.2	-0.3	-13	-0.3	-30&-11	-6	4
COc1ccccc1N1CCN(S(=O)(=O)c2ccc3c4c(cccc24)C(=O)N3)CC1	-168	0.3	0.5	0.4	-33	-0.4	-44	-3	2
COc1ccc2cc(C3(C)NC(=O)N(CC(=O)Nc4c(C)n(C)n(-c5ccccc5)c4=O)C3=O)ccc2c1 (configuration not stated)	2	-0.2	-1.4	-1.9	7	0.5	-2	-4	-1
O=C(/C=C/c1ccccc1)N1CCN(CCN2C(=O)c3cccc4cccc(c34)C2=O)CC1	-3	0.3	-2.1	0.4	-17	0.2	-35	0	8

Among those listed so far, these contain a Cl atom:
SMILES	Calpain2 inh	TRPML3 ag	zfTRPN1 agonist	S1P4 ag	S1P4 antag	PERK inhibitor	EP2 mod	Ba/F3 V617F tox	BaF3 tox
O=C(CSc1n[nH]c(-c2ccccc2Cl)n1)NCc1cccc(C(=O)O)c1	19	0.1	0.2	-1.8	2	0.8	22	2	3
COC(=O)c1ccc(Cl)c(NC(=O)CN(c2ccc(OC)c(OC)c2)S(C)(=O)=O)c1	-3	0.7	-1.9	1.5	-31	0.2	14	2	3
Clc1ccc(Cn2ccc(-c3ccc4c(c3)OCO4)n2)cc1Cl	23	0.2	0.4	1.4	2	1.4	-30	-2	6
O=C(Cc1ccccc1F)Nc1ccc(Cl)nc1	-4	0.6	0.1	0.5	-10	1.1	-5	-1	2

More records:
SMILES	Calpain2 inh	TRPML3 ag	zfTRPN1 agonist	S1P4 ag	S1P4 antag	PERK inhibitor	EP2 mod	Ba/F3 V617F tox	BaF3 tox
O=C(Nc1nccs1)c1ccccc1N=Cc1ccccc1	i	-1.1	-1.1	1.6	-2	1.1	9	5	10
CCCc1cc2c(=O)c(-c3cscn3)c(C(=O)OCC)oc2cc1O	18	-0.1	1.7	1.2	-14	-0.1	-21	6	5
CC(C)C(C(=O)Nc1ccc2c(c1)OCCOCCOCCOCCO2)N1C(=O)c2ccccc2C1=O (configuration not stated)	1	0.5	0.7	-1.4	2	1.4	12	6	8
O=C(CSc1nc2ccccc2c(=O)n1Cc1ccco1)c1ccc(F)cc1	24	0.2	0.1	-1.7	-15	-0.5	36	1	12
CC(C)CNC(=O)COC(=O)CCC(=O)c1cccs1	-11	1.1	-0.1	1.0	-4	1.4	15	-2	5
Cc1cccc(NS(=O)(=O)c2cccs2)c1	-32	-0.2	-1.1	0.8	7	-0.1	16	6	7
Cc1cc(C)cc(OCC(=O)OCC(=O)NCc2cccs2)c1	10	-0.6	-2.7	-1.9	-2	0.3	6	-2	-8
COc1ccc(/C=C/c2c([N+](=O)[O-])c(=O)n(C)c(=O)n2C)c(OC)c1OC	9	0.4	1.5	-1.0	-6	-1.4	-7	4	-1
O=[n+]1c2c(n([O-])c3cc(F)c(N4CCCC4)cc31)CCCC2	-16	3.7	8.3	-1.9	7	0.0	-1	-3	7
CC(=O)c1c(C)[nH]c(C(=O)COC(=O)C2CC2)c1C	21	1.1	1.5	-0.1	-5	-0.2	-6	2	5
Cc1ccnn1CCC(=O)N1CCCC(CCC(=O)NCc2ccccc2F)C1 (configuration not stated)	27	0.6	-0.6	0.4	5	0.1	-19	4	12
CC(NC(=O)CSc1nc(=O)cc(N)n1CCc1ccccc1)c1ccccc1 (configuration not stated)	17	-0.2	0.3	-0.3	-18	-0.7	13	1	2
CC(C)CN1C(=O)C(=O)N(CC(=O)NC2CCCc3ccccc32)C1=O (configuration not stated)	-14	1.1	0.1	0.3	2	0.3	20	-2	7
CC(=O)c1ccc(NC(=O)CCSCCC(=O)Nc2ccc(C(C)=O)cc2)cc1	-39	0.7	1.1	-2.2	2	2.4	-8	-2	7
CCCCC(=O)Nc1ccc(C(=O)Nc2ccc(S(=O)(=O)N3CCCC3)cc2)cc1	-42	0.1	1.2	-0.4	-21	0.0	-6	-3	-2
CC(=O)N1CCc2ccc(C(=O)CN3CCN(c4cccc(C)c4C)CC3)cc21	-31	1.1	1.0	-0.4	-5	-0.3	-21	0	1
COc1ccc(CN(CC2CCC(C(=O)O)CC2)C(=S)Nc2ccccc2C)cc1 (configuration not stated)	2	0.5	-0.7	-1.1	-4	0.6	20	0	3
COc1cc(Cl)c(S(=O)(=O)N2CC(C)OC(C)C2)cc1Cl (configuration not stated)	4	0.2	0.7	-0.8	-6	0.1	20	-3	4
CCOC(=O)Cn1c(=O)oc2cc(S(=O)(=O)Nc3cc(OCC)ccc3OCC)ccc21	1	0.0	0.2	1.6	0	0.6	-51	-1	4
CN1CCN(C(=O)c2cc(C(C)(C)C)cc(C(C)(C)C)c2)CC1	-3	1.0	-1.3	1.4	-18	-0.1	23	0	-2
C[C@@H]1CN(Cc2nc(-c3cnccn3)no2)C[C@H](C)O1	-23	0.8	0.0	0.7	-7	1.2	25	-3	5
